RGS4 inhibitor = human RGS4 inhibition; actives 0.039% (n = 390,000); Transcreener GDP fluorescence polarization, RGS4-accelerated GTP hydrolysis; Potency, µM (series often up to 114 µM), inactives show top-dose activity change, negative = inhibition, usual class: inhibitors; also: potency is read from the fitted curve at half-maximal effect; % is scaled to controls: 0 for no effect and ±100 for the full control effect; nearly all actives have a fitted effect of over 75% in size; some results filed as inactive show a strong effect at the top dose
Target sequence (P49798 whole entry, looked up): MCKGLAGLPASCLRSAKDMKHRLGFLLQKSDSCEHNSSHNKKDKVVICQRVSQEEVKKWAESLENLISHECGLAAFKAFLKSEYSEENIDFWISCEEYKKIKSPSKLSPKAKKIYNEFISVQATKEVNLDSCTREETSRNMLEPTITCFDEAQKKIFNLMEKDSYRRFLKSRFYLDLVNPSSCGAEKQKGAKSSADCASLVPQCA
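MLSMR compounds (23 nl, pin-transferred) preincubated 10 min at room temperature with a 500nM (2x) first reagent, then RGS4 at 900nM (2x) plus Transcreener GDP mix added; fluorescence polarization (620/688 nm) read before and after 90 min at 30 °C.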
IDH1 R132H inh = inhibitors of human mutant IDH1 R132H. actives 0.093% (n = 390,000). IDH1-R132H enzyme, NADPH consumption, diaphorase/resazurin fluorescence. O75874. AID 602179. Potency, µM (series often up to 76.6 µM), inactives show at the top dose activity change, negative = inhibition, actives largely listed as inhibitors; also: potency is read from the fitted curve at half-maximal effect; % is scaled to controls: 0 for no effect and ±100 for the full control effect; nearly all actives have a fitted effect of over 65% in size
Target sequence (O75874 whole entry R132H, stated change not applied): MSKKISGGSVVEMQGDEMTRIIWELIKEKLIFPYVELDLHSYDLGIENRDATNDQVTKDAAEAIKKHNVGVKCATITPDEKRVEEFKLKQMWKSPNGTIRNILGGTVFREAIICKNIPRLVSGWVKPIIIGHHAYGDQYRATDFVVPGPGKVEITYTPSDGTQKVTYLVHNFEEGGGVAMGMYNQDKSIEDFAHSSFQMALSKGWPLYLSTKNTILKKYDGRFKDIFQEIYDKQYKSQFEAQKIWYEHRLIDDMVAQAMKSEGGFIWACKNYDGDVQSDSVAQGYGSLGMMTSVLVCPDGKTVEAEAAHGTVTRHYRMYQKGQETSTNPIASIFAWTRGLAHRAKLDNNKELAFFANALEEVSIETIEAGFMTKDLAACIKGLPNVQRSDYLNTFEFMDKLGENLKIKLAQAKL
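IDH1-R132H (0.5 ug/mL) preincubated 30 min with compound, then NADPH (0.016 mM) and alpha-KG (2 mM) added; 80 min at RT, pH 7.5. Remaining NADPH coupled via diaphorase/resazurin to fluorescence (540/590 nm); concentration-response curves normalized to no-enzyme control.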
Vif-A3G inh = inhibitors of Vif-APOBEC3G interaction. Q9HC16. HeLa A3G-eYFP + Vif (tagged APOBEC3G with the HIV-1 protein that degrades it), YFP fluorescence, overnight. Potency, µM (highest dose often 46.1 µM), without a hit: top-dose activity, negative = active, usual class: inhibitors. actives 0.076% (n = 410,000);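 also: potency is read from the fitted curve at half-maximal effect; % is scaled to controls: 0 for no effect and ±100 for the full control effect; nearly all actives have a fitted effect of over 60% in size; hits raise eYFP signal because A3G escapes Vif-driven loss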
Target sequence (Q9HC16 whole entry, looked up): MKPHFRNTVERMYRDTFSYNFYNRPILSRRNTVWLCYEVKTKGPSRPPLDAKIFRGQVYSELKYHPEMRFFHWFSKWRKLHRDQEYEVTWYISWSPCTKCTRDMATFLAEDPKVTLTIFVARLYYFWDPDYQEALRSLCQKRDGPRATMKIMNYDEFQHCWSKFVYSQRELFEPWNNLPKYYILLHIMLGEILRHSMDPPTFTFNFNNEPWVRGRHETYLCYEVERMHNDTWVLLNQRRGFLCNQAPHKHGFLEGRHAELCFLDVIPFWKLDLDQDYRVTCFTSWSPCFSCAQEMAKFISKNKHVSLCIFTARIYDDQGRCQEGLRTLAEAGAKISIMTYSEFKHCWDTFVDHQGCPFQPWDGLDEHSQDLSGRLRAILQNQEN
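Read-out is eYFP fluorescence (Ex 488/Em 500-530) from Vif-expressing HeLa A3G-eYFP cells; more signal means A3G escaped Vif-mediated degradation. Cells plated overnight, compound pinned in, incubated overnight at 37 deg C.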
Glioma ERSR ind = ER stress response induction in glioma | actives 0.02% (n = 420,000) | U87-MG GRP78 promoter luciferase reporter, 16 h | Potency, µM, without a hit: at the highest dose activation, most hits filed as activators; also: potency is read from the fitted curve at half-maximal effect; series mostly up to about 76 µM; % of control where 0% means no effect; nearly all actives have a fitted effect of over 35% in size
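Stably transfected U87-MG human glioma cells carrying a GRP78-based luminescent sensor were seeded at 1000 cells/well, pin-dosed with compounds and incubated 16 h. Luciferase reagent was then added, and end-point luminescence was read after 10 min at room temperature.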
USP1 inh = USP1/UAF1 (human) deubiquitinase inhibition; O94782; recombinant USP1/UAF1, Ub-Rhodamine cleavage fluorescence; Potency, µM (titrated, usually from 57.1 µM), inactives show at the top dose activity change, negative = inhibition, actives largely listed as inhibitors; actives 0.23% (n = 390,000); also: potency is read from the fitted curve at half-maximal effect; % is scaled to controls: 0 for no effect and ±100 for the full control effect; nearly all actives have a fitted effect of over 60% in size; inactives centre near -12
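USP1/UAF1 complex at 1 nM was preincubated with compound for 15 min at room temperature, then Ub-Rho substrate (150nM final) was added. Fluorescence (480/540 nm) was read kinetically, 6 reads every 60 seconds.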
LDHA inh = inhibitors of human lactate dehydrogenase A; purified LDHA, NADH/diaphorase-resazurin fluorescence; stronger effect = lower value; P00338; actives 0.15% (n = 480,000); activity change, % (values are at about 110 or 230 µM); AID 1347041; in the data active = activity change below about -30%; inconclusive = mostly about -25% to -30%;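 also: plate controls were DMSO wells for no effect and wells without enzyme for full effect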
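Enzyme activity of human lactate dehydrogenase 5 (2 nM; 0.06 mM NADH, 0.2 mM pyruvate, 5 min, RT) is measured via a resazurin/diaphorase fluorescence readout of residual NADH.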
TrxR1 substrate = rat thioredoxin reductase 1 substrate activity; O89049; purified TrxR1 substrate turnover, NADPH consumption readout; Potency, µM (doses to about 114 µM), inactives show at the top dose activity change, negative = substrate turnover; actives 0.01% (n = 390,000); AID 588456; also: potency is read from the fitted curve at half-maximal effect; % is scaled to controls: 0 for no effect and ±100 for the full control effect; nearly all actives have a fitted effect of over 50% in size
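Rat TrxR1, dispensed at 90 nM, was prereduced with 400 uM NADPH (final) for 5 min at ~22 deg C, then incubated with compound 15 min before 400 uM selenite. A first-read NADPH fluorescence drop versus no-compound background flagged substrates.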
rTrxR1 inhibitor = rat TrxR1 inhibition | Potency, µM (doses to about 114 µM), for inactives: at the top dose activity change, negative = inhibition, actives largely listed as inhibitors | recombinant rTrxR1, NADPH fluorescence consumption, selenite substrate | actives 1% (n = 390,000); also: potency is read from the fitted curve at half-maximal effect; % is scaled to controls: 0 for no effect and ±100 for the full control effect; nearly all actives have a fitted effect of over 65% in size
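Rat TrxR1 (90 nM in the dispensed reagent) was pre-reduced with 400 uM NADPH for 5 min at room temperature, then incubated with compound for 15 min. After 400 uM selenite was added, NADPH fluorescence (Ex 340/Em 450 nm) was followed for 8 min.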
Vif-A3F inh = inhibitors of Vif-A3F interaction; Potency, µM (top dose mostly 46.1 µM), inactives show at the top dose activity, negative = active; actives 0.2% (n = 390,000); HeLa A3F-eYFP + Vif (tagged APOBEC3F with the HIV-1 protein that degrades it), YFP fluorescence increase; also: potency is read from the fitted curve at half-maximal effect; % of control where 0% means no effect; nearly all actives have a fitted effect of over 65% in size
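HeLa cells stably expressing Vif plus C-terminally eYFP-tagged A3F were seeded, incubated overnight at 37 deg C, dosed with compound, incubated overnight again at 37 deg C. Yellow fluorescence (Ex 488/Em 500-530) reported blocked Vif-mediated A3F-eYFP degradation.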
* marks the source's active call; other numbers are inactive results; [ ] = another dose, or the depositor's remark. Unless noted, calls follow the shape of the dose curve; as a rule, active = well fitted curve in the direction sought with a large enough effect; inconclusive = small, poorly fitted or top-dose-only effect, or another doubt; inactive = no such curve, though single readings can be large; an effect the other way counts as inactive or inconclusive.

`CCCCOc1ccc(S(=O)(=O)Nc2ccc(-c3ccc(N4CCC(C)CC4)nn3)cc2)cc1` gave RGS4 inhibitor -38%, IDH1 R132H inh -14%, Vif-A3G inh 0%, Glioma ERSR ind -3%, USP1 inh -3%, LDHA inh 0, TrxR1 substrate -8%[57.1 µM], rTrxR1 inhibitor 7%[57.1 µM] and Vif-A3F inh 1%.
Screening CSc1ccc(CNC(=O)Cc2ccc(NC(=O)C3=C(C)OCCS3)cc2)cc1 returned RGS4 inhibitor -52%, IDH1 R132H inh 5%, Vif-A3G inh inconclusive, Glioma ERSR ind -3%, USP1 inh -20%, LDHA inh -2, TrxR1 substrate 78%[activator], rTrxR1 inhibitor -9% and Vif-A3F inh -3%.
`c1ccc2sc(-c3ccncc3)nc2c1` gave RGS4 inhibitor -2%, IDH1 R132H inh 6%, Vif-A3G inh -8%, Glioma ERSR ind 2%, USP1 inh -23%, LDHA inh 0, TrxR1 substrate 3%, rTrxR1 inhibitor 10% and Vif-A3F inh -17%.
`O=C1N(Cc2cccnc2)C[C@@H]2C[C@@H](c3ccccc3C#Cc3ccccc3)N3CCC[C@@]123` gave RGS4 inhibitor -10%, IDH1 R132H inh 4%, Vif-A3G inh 5%, Glioma ERSR ind 1%, USP1 inh -13%, LDHA inh 1, TrxR1 substrate 2%, rTrxR1 inhibitor inconclusive and Vif-A3F inh -28%.
Screening Cc1ccc(C)c(Cn2c3ccccc3c3cnn(CC(=O)NCCC4=CCCCC4)c(=O)c32)c1 returned RGS4 inhibitor -14%, IDH1 R132H inh -14%, Vif-A3G inh 2%, Glioma ERSR ind -5%, USP1 inh 8%, LDHA inh 2, TrxR1 substrate 6%, rTrxR1 inhibitor 12% and Vif-A3F inh 3%.
Screening COC(=O)CN1C(=O)C2(C(C#N)=C(N)Oc3cc(C)oc(=O)c32)c2ccccc21 (stereo unspecified) returned RGS4 inhibitor -4%, IDH1 R132H inh 0%, Vif-A3G inh 1%, Glioma ERSR ind 0%, USP1 inh -6%, LDHA inh -2, TrxR1 substrate 4%, rTrxR1 inhibitor 3% and Vif-A3F inh -3%.
COc1ccc(NC(=O)CN2C(=O)C(C)Oc3ccccc32)cc1OC (stereo unspecified) was read as RGS4 inhibitor 24%, IDH1 R132H inh 8%, Vif-A3G inh 1%, Glioma ERSR ind -3%, USP1 inh 2%, LDHA inh -7, TrxR1 substrate 7%[57.1 µM], rTrxR1 inhibitor 10%[57.1 µM] and Vif-A3F inh -14%.
Screening CC(C(=O)NN=C(c1ccccc1)c1ccccc1)N1CCCC1 (stereo unspecified) returned RGS4 inhibitor 20%[56.9 µM], IDH1 R132H inh 1%, Vif-A3G inh -1%, Glioma ERSR ind -2%, USP1 inh -11%, LDHA inh -10, TrxR1 substrate -3%, rTrxR1 inhibitor -16% and Vif-A3F inh 2%.
`Cc1ccc(CNC(=O)CN2CCN(Cc3ccc(F)cc3)C2=O)cc1` gave RGS4 inhibitor -7%, IDH1 R132H inh -19%, Vif-A3G inh 3%, Glioma ERSR ind -2%, USP1 inh -19%, LDHA inh -8, TrxR1 substrate 10%, rTrxR1 inhibitor 22% and Vif-A3F inh 2%.
CSC[C@H]1CN(CCc2ccccc2)C(=O)[C@@H]1CC(=O)Nc1ccc(Br)cc1 was read as IDH1 R132H inh 3%, Vif-A3G inh 5%, Glioma ERSR ind -4%, USP1 inh -21%, LDHA inh 4 and Vif-A3F inh 3%.
`Cc1ccc2nc(/C(C#N)=C\c3ccc(OC(=O)c4cccs4)cc3)[nH]c2c1` gave RGS4 inhibitor -25%, IDH1 R132H inh 1%, Vif-A3G inh inconclusive, Glioma ERSR ind 8%, USP1 inh -16%, LDHA inh 2, TrxR1 substrate -1%, rTrxR1 inhibitor 11% and Vif-A3F inh inconclusive.
Screening COc1ccc(N(Cc2cc3cc(OC)ccc3[nH]c2=O)C(=O)c2cccnc2)cc1 returned RGS4 inhibitor 2%, IDH1 R132H inh 5%, Vif-A3G inh -1%, Glioma ERSR ind 2%, USP1 inh -16%, LDHA inh -2, TrxR1 substrate 19%[57.1 µM], rTrxR1 inhibitor 11%[57.1 µM] and Vif-A3F inh 1%.
For O=C(O)CCSc1nnc(-c2ccncc2)n1-c1ccccc1 the results were RGS4 inhibitor -8%, IDH1 R132H inh 2%, Vif-A3G inh 3%, Glioma ERSR ind -4%, USP1 inh -5%, LDHA inh -6, TrxR1 substrate 4%[57.1 µM], rTrxR1 inhibitor 12%[57.1 µM] and Vif-A3F inh -16%.
Cc1cc(=O)oc2c1c(C)nn2-c1ccc(Br)cc1 was read as RGS4 inhibitor 2%, IDH1 R132H inh -5%, Vif-A3G inh -8%, Glioma ERSR ind 1%, USP1 inh -18%, LDHA inh -5, TrxR1 substrate -2%[57.1 µM], rTrxR1 inhibitor -3%[57.1 µM] and Vif-A3F inh 1%.
`O=C(O)CCc1nn2cc(-c3ccccc3)nc2[nH]c1=O` gave RGS4 inhibitor -27%, IDH1 R132H inh 2%, Vif-A3G inh 1%, Glioma ERSR ind -12%, USP1 inh -17%, LDHA inh -9, TrxR1 substrate 186%[activator] and rTrxR1 inhibitor 1%.
For O=S(=O)(c1ccc2nc(N3CCN(c4cccc(Cl)c4)CC3)ccc2c1)N1CCCCC1 the results were RGS4 inhibitor -19%, IDH1 R132H inh -7%, Vif-A3G inh 2%, Glioma ERSR ind -3%, USP1 inh -17%, LDHA inh -10, TrxR1 substrate 6%[57.1 µM], rTrxR1 inhibitor 21%[57.1 µM] and Vif-A3F inh 0%.
Screening O=C1CCCc2c1cc(C(=O)NC1CCSC1=O)c(=O)n2-c1ccccc1 (stereo unspecified) returned RGS4 inhibitor -17%, IDH1 R132H inh -3%, Vif-A3G inh 0%, Glioma ERSR ind -3%, USP1 inh -13%, LDHA inh 7, TrxR1 substrate 15%, rTrxR1 inhibitor -1% and Vif-A3F inh 3%.
For Cc1ccc(-c2cc(C(=O)n3cnc4ccccc43)c3ccccc3n2)cc1C the results were RGS4 inhibitor -3%, IDH1 R132H inh 1%, Vif-A3G inh -8%, Glioma ERSR ind -4%, USP1 inh -8%, LDHA inh 1, TrxR1 substrate 26%[57.1 µM], rTrxR1 inhibitor 15%[57.1 µM] and Vif-A3F inh 6%.
Screening CCOc1ccc(C2C(C#N)=C(N)Oc3nc[nH]c(=O)c32)cc1OC (stereo unspecified) returned RGS4 inhibitor 14%, IDH1 R132H inh 2%, Vif-A3G inh -1%, Glioma ERSR ind -12%, USP1 inh -7%, LDHA inh -4, TrxR1 substrate -6%, rTrxR1 inhibitor -5% and Vif-A3F inh -7%.
`COc1ccc(OC)c(N(CC(=O)N2CCc3ccccc3C2)S(C)(=O)=O)c1` gave RGS4 inhibitor 27%, IDH1 R132H inh 10%, Vif-A3G inh 0%, Glioma ERSR ind -3%, USP1 inh -25%, LDHA inh 5, TrxR1 substrate 8%, rTrxR1 inhibitor 13% and Vif-A3F inh -12%.
Screening Cc1nn(CCC#N)c(NC(=O)c2ccccc2)c1P(=O)(Nc1ccc(Br)cc1)N1CCOCC1 (stereo unspecified) returned RGS4 inhibitor 31%, IDH1 R132H inh -7%, Vif-A3G inh 6%, Glioma ERSR ind 3%, USP1 inh -4%, LDHA inh -1, TrxR1 substrate -2%, rTrxR1 inhibitor 15% and Vif-A3F inh -7%.
Screening Cn1nccc1C(=O)N1CCCC(Nc2ccc(F)cc2)C1 (stereo unspecified) returned RGS4 inhibitor -21%, IDH1 R132H inh 4%, Vif-A3G inh 1%, Glioma ERSR ind -3%, USP1 inh -9%, LDHA inh 1, TrxR1 substrate -3%, rTrxR1 inhibitor 0% and Vif-A3F inh 1%.
For O=C(CCC1CCCN(C(=O)Cn2cnnn2)C1)NCc1ccc(F)c(F)c1 (stereo unspecified) the results were RGS4 inhibitor -32%, IDH1 R132H inh 8%, Vif-A3G inh 1%, Glioma ERSR ind 2%, USP1 inh -4%, LDHA inh 2, TrxR1 substrate -14%[57.1 µM], rTrxR1 inhibitor 17%[57.1 µM] and Vif-A3F inh inconclusive.

Quoted at random: two entries already listed.
Screening COC(=O)CN1C(=O)C2(C(C#N)=C(N)Oc3cc(C)oc(=O)c32)c2ccccc21 (stereo unspecified) returned RGS4 inhibitor -4%, IDH1 R132H inh 0%, Vif-A3G inh 1%, Glioma ERSR ind 0%, USP1 inh -6%, LDHA inh -2, TrxR1 substrate 4%, rTrxR1 inhibitor 3% and Vif-A3F inh -3%.
Screening Cc1ccc(C)c(Cn2c3ccccc3c3cnn(CC(=O)NCCC4=CCCCC4)c(=O)c32)c1 returned RGS4 inhibitor -14%, IDH1 R132H inh -14%, Vif-A3G inh 2%, Glioma ERSR ind -5%, USP1 inh 8%, LDHA inh 2, TrxR1 substrate 6%, rTrxR1 inhibitor 12% and Vif-A3F inh 3%.

Source: PubChem BioAssay (National Center for Advancing Translational Sciences (NCATS))

The list is partial (hit frequency here may not be typical).
